Compound activity deposited in PubChem BioAssay by several laboratories.
TNAP inh hi DEA = blocks human TNAP under high phosphate acceptor concentration; P05186; purified TNAP, CDP-star luminescence, 1 M DEA; inhibition, % at 20 µM; hit rate 0.03% among 200,000; AID 1135;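 active = over 50% inhibition of tissue-nonspecific alkaline phosphatase at 20 µM in the single-dose screen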;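 also: plate controls were DMSO wells for no effect and EDTA-quenched wells as full inhibition for full effect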
Target sequence (P05186 whole entry, looked up): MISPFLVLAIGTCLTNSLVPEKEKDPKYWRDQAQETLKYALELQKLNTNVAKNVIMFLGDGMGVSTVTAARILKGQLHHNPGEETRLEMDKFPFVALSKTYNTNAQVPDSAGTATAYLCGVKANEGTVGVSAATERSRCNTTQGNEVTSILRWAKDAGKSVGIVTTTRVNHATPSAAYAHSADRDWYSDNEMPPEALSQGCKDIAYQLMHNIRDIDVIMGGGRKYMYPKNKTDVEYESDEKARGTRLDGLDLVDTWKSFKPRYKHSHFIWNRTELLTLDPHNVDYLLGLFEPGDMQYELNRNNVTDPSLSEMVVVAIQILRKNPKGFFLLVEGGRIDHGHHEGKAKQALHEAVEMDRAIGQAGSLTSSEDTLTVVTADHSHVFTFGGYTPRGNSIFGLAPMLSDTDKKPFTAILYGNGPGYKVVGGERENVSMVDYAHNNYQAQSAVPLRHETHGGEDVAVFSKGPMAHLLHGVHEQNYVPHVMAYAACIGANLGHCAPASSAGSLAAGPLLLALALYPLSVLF
TNAP inh noacc = inhibitors of human TNAP without phosphate acceptor | P05186 | purified TNAP, CDP-star luminescence, 30 min | inhibition, % at 20 µM | hit rate 0.26% among 200,000 | AID 1012;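 active = tissue-nonspecific alkaline phosphatase inhibition above about 50% at 20 µM in the single-dose screen, limit read from the data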;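 also: 0% = DMSO negative control and 100% = EDTA positive control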
RAM network inh = blocks the yeast RAM network; inhibition, % at 50 µM; hit rate 1.8% among 190,000; AID 868; S. cerevisiae dse1pr::URA3 reporter, 5-FOA growth OD615, 2 d; analog-sensitive cbk1-as2 kinase mutant strain;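 active = inhibition above a set limit, 3 SD over mean compound inhibition, cut at about 8.4% in these data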;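 also: 0% = DMSO-only wells with no growth and 100% = 10 µM 1-NA-PP1 full growth; inhibition rescues growth on 5-FOA so higher OD means more RAM inhibition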
L major viab = reduces viability of Leishmania major promastigotes; AID 1063; hit rate 9% among 200,000; inhibition, % at 10 µM; resazurin fluorescence viability; in the data active = inhibition above about 50%;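 also: promastigotes grown with compound for 44 hours at 28 °C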
FLuc stim CS = firefly luciferase counter-screen for stimulation assays. P08659. ATPlite luciferase biochemical, luminescence, 10 min; 0 = ATP-free wells, 1 = DMSO control. activation factor at 10 µM. 200,000 tested, under 10 active. AID 1027;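 active = luciferase activation factor, scaled between plate controls, of at least 2 with compound at 10 µM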
Target sequence (P08659 whole entry, looked up): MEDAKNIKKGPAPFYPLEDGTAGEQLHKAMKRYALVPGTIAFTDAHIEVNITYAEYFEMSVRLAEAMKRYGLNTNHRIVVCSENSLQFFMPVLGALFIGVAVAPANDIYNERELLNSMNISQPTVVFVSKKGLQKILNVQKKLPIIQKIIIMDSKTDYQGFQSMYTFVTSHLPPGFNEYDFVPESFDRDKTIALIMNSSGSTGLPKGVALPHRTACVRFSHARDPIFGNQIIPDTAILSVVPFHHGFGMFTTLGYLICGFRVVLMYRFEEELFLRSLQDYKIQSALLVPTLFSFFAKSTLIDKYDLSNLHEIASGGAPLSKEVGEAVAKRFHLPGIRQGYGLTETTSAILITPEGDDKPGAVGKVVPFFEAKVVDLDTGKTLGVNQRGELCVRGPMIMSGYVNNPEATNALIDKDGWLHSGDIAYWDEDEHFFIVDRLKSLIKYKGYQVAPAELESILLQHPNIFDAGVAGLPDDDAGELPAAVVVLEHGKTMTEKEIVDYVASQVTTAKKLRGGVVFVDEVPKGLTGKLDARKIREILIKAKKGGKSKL
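System: cell-free luciferase reagent; medium: PBS as buffer for the ATP substrate; doses: test compounds dosed from 2 mM stocks in 100% DMSO; incubation: 10 min, room temperature; measured by: luminescence from luciferase reaction; read-out: luciferase activation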
APP 5UTR inh = APP translation inhibition; hit rate 0.82% among 190,000; inhibition, % at 2 µM; AID 1285; SH-SY5Y APP 5'UTR-luciferase reporter, luminescence;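 active = inhibition above a set limit, derived from the sample mean plus 3 SD, cut at about 45% in these data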; also: values of inactives mirror those of a sister screen read the other way
bIAP inh = blocks bovine intestinal alkaline phosphatase activity | purified bovine IAP, CDP-star luminescence, 30 min | inhibition, % at 20 µM | 190,000 tested, under 10 active;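 active = over 50% inhibition of intestinal alkaline phosphatase at 20 µM in the single-dose screen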
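Assay system: bovine IAP enzyme; medium: DEA buffer 100 mM, pH 9.8, with MgCl2 1.0 mM, ZnCl2 0.02 mM; doses: 20 µM single dose; incubation: enzyme reaction for 30 min at room temperature; detection: CDP-star luminescence signal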
TNAP act hiacc = increases human TNAP activity under high phosphate acceptor concentration; P05186; purified TNAP, CDP-star luminescence, 1 M DEA, 30 min; hits give high values; 0 = EDTA background, 1 = DMSO-only activity; activation factor at 20 µM; 200,000 tested, under 10 active; AID 1136;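 active = activation factor at least 2 at 20 µM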
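Control set: EDTA negative control, DMSO positive control / Assay system: human TNAP / Quantity: TNAP 1/800 final / Evaluation: TNAP activation factor scaled between EDTA and DMSO control wells / Measured by: luminescent substrate turnover signal / Compound dosing: one dose, 20 µM / Times: 30 min enzyme reaction at room temperature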
bIAP activator = intestinal alkaline phosphatase (bovine) activation; purified bovine IAP, CDP-star luminescence, 30 min; hits give high values; fold of DMSO-control signal, blank-subtracted; activation factor at 20 µM; AID 1016; hit rate 0.17% among 200,000;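 active = activation factor of 2 or more at 20 µM, a signal rise over negative controls twice the positive control's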
FLuc inh counter = inhibits firefly luciferase, flagging false hits in luciferase inhibition screens; ATPLite firefly luciferase biochemical luminescence, 10 min; inhibition, % at 10 µM; hit rate 1.5% among 200,000;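 active = inhibition above about 50% when tested at 10 µM, limit read from the data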
The depositor's hits bear a star; nt = not tested or not shown.

#	Compound	TNAP inh hi DEA	TNAP inh noacc	RAM network inh	L major viab	FLuc stim CS	APP 5UTR inh	bIAP inh	TNAP act hiacc	bIAP activator	FLuc inh counter
1	Cc1cc(NC(=O)CSc2nc3c([nH]c4ccccc43)c(=O)n2-c2cccc(C(F)(F)F)c2)no1	-3.0	-9.6	4.0	7.5	1	-19.3	0.2	1	1	-3.7
2	Cc1cc(C(=O)N/N=C/C=C/c2ccccc2)c(C)o1	4.8	-12.8	3.2	1.0	1	-7.4	29.8	1	0.7	4.6
3	COc1cc(S(=O)(=O)N2CCN(c3ccc(F)cc3)CC2)ccc1Cl	-0.9	3.8	1.7	-0.8	1	-5.1	8.0	1	0.9	-2.6
4	CC(C(=O)N1CCc2ccccc21)n1cccc1 (stereo not given)	-0.8	-4.5	0.3	3.4	1	-14.7	29.4	1	0.7	-3.4
5	CCOc1ccc(C(=O)COc2ccc(NC(C)=O)cc2)cc1	-3.8	-10.9	1.7	-0.6	1	5.0	-9.2	1	1.1	-0.6
6	COc1ccc(NC2CC(=O)NC2=O)cc1 (stereo not given)	3.0	-2.0	0.6	-4.7	1	-11.9	-4.0	1	1	-0.3
7	COc1ccc2c(c1)cc(C)c1nnc(SCC(=O)N(C)c3nc(-c4ccccc4)cs3)n12	-9.1	2.3	5.4	0.3	1.1	-17.7	-2.4	1.1	1	-11.4
8	CCCCNc1c(N)n(CCC)c(=O)[nH]c1=O	-5.7	-18.7	2.7	-0.2	1.1	-10.1	7.4	1.1	0.9	-8.0
9	Cc1ccccc1NC(=O)C1CCC(C)(C(=O)O)C1(C)C (stereo not given)	-5.5	-10.7	0.7	-4.2	1	-8.6	7.8	1.1	0.9	-3.0
10	Cc1cc(NC(=O)CSc2nnc(Cc3cccn3C)n2CCc2ccccc2)no1	-5.0	-4.0	0.9	-3.1	1	9.7	6.5	1.1	0.9	-3.5
11	COCC(=O)Nc1ccccc1C(=O)NC(C)C	-1.9	-8.7	-0.1	-2.7	1	-6.6	-9.0	1	1.1	-3.2
12	CCN1CCN(Cc2c(OC)ccc3ccccc23)CC1	-2.8	-15.1	1.6	-3.6	1.1	-10.4	3.0	1	1	-5.9
13	CCC(=O)NC(c1ccccc1)c1c(OC(C)=O)ccc2ccccc12 (stereo not given)	-1.3	-6.5	-0.2	0.9	1	-13.0	5.1	1	0.9	-1.8
14	O=C(OCc1cccc([N+](=O)[O-])c1)c1ccncc1	1.8	-0.1	2.6	-2.4	1.1	-6.3	-8.2	1	1.1	-5.7
15	COc1ccc(OC)c(C2C(C(=O)c3cccs3)=C(O)C(=O)N2c2cc(C)on2)c1 (stereo not given)	-4.0	-12.5	1.2	-1.7	1	-10.8	-1.0	1	1	-0.6
16	O=c1[nH]c(N2CCOCC2)nc2ncn(Cc3ccccc3)c12	-3.3	-10.6	-0.7	-8.4	1.1	-4.1	5.0	1	0.9	-8.6
17	CCN(CC)C(=S)SCC(=O)c1ccc(Br)cc1	-3.2	7.7	-0.8	-1.4	1	-42.7	-13.9	1	1.1	1.6
18	CCOC(=O)c1c(NC(=O)c2ccc(N3CCOCC3)c([N+](=O)[O-])c2)sc(C)c1C	-0.1	-0.5	0.7	-0.4	1	-7.5	-6.9	1	1.1	2.2
19	Cn1c(C(=O)N2CCN(C3CCCCC3)CC2)cc2c(=O)n(C)c3ccccc3c21	-3.1	-14.6	-1.1	-5.7	1	-12.0	-13.4	1	1.1	-3.2
20	CN=c1scc(C)n1/N=C/c1ccc(O)c(O)c1O	7.1	18.5	4.6	-4.0	0	0.0	-3.3	0.9	1	96.6*
21	O=c1[nH]c2ccccc2n1CCCOc1ccccc1	-5.1	-10.0	0.1	-3.0	1	-7.5	22.7	1.1	0.8	-3.9
22	O=C(Nc1nccs1)c1ccc(S(=O)(=O)N2CCOCC2)cc1	-5.0	-5.1	0.4	4.2	1	13.7	-5.6	1.1	1.1	2.0
23	Cc1ccccc1C(=O)NC1CCN(C(=O)Nc2ccccc2Cl)CC1	-4.7	-7.3	-0.8	-3.5	1	2.7	-14.6	1	1.1	-3.9
24	CCCc1cc2c(cc1NC(=O)c1ccco1)OCO2	-5.6	-13.3	0.6	-0.5	1.1	-12.8	-4.2	1.1	1	-8.2
25	CCn1c(C)cc(/C=C2\NC(=O)N(Cc3ccc(Cl)cc3)C2=O)c1C	-2.7	-9.2	2.3	-2.5	1	4.1	1.1	1	1	-1.5
26	COc1ccc(NC(=O)c2cc(C(C)C)on2)c(OC)c1	-3.5	-9.6	-0.8	-7.9	0.9	-53.0	1.9	1	1	8.5
27	O=C(O)C1CCCCC1C(=O)Nc1ccc(F)cc1F (stereo not given)	-5.6	-1.9	0.0	-5.5	1.1	-6.0	4.5	1.1	1	-10.2
28	CCc1nnc(NC(=O)c2ccc(S(=O)(=O)N3CCCc4ccccc43)cc2)o1	-3.0	-8.6	1.4	99.3*	1.1	8.3	-14.7	1	1.1	-7.4
29	CC1CCN(C(=O)Cn2nc(C(F)(F)F)c3c2CCCC3)CC1	-8.8	-9.7	-1.2	6.5	1.1	17.6	8.2	1.1	0.9	-9.5
30	COc1ccc(/C=C/C(=O)c2ccc(O)cc2)cc1COc1ccc(F)cc1	0.2	9.0	6.2	97.2*	1	-2.9	10.9	1	0.9	-1.1

Only APP 5UTR inh, for some of the entries so far:
| no. | Structure | APP 5UTR inh |
| --- | --- | --- |
| 17 | CCN(CC)C(=S)SCC(=O)c1ccc(Br)cc1 | -42.7 |
| 18 | CCOC(=O)c1c(NC(=O)c2ccc(N3CCOCC3)c([N+](=O)[O-])c2)sc(C)c1C | -7.5 |

Further structures follow:
#	Compound	TNAP inh hi DEA	TNAP inh noacc	RAM network inh	L major viab	FLuc stim CS	APP 5UTR inh	bIAP inh	TNAP act hiacc	bIAP activator	FLuc inh counter
31	C=CCOc1ccc(C(=O)Nc2ccc(OCC)cc2)cc1	-4.6	-8.5	2.7	-2.9	1	6.9	-7.5	1	1.1	-0.3
32	O=C(NCC1CCCO1)c1cc(-c2ccccc2)on1 (stereo not given)	-6.4	-8.2	-0.4	-7.2	1	-32.8	8.3	1.1	0.9	3.8
33	CCOc1ccc2ccccc2c1C(=O)Nc1cc(=O)n(C)c(=O)n1C	-2.2	-5.9	2.3	-4.7	1	-7.0	14.0	1	0.9	-0.6
34	Cc1ccc(NC(=O)CCNCc2ccco2)cc1S(=O)(=O)N(C)C	-3.8	-7.9	0.0	-3.1	0.2	-28.9	-9.0	1	1.1	79.0*
35	O=C(O)COC(=O)C1C(c2ccccc2)C(C(=O)O)C1c1ccccc1 (stereo not given)	-4.1	-9.7	1.1	-5.0	1	6.8	6.9	1	0.9	-3.3
36	CCCCCc1nc2c(=O)n(C)c3ccccc3c2o1	-1.3	-4.3	0.8	-0.7	1	-14.6	-2.4	1	1	0.8
37	O=C(CCc1nc2ccccc2s1)OCC(=O)c1ccccc1	-1.5	-9.7	0.4	-3.9	1	-22.5	-3.2	1	1	-1.3
38	COc1ccc([N+](=O)[O-])cc1NC(=O)Cn1ccc(C(F)(F)F)n1	-1.1	-1.1	3.8	8.2	1.1	11.7	-2.2	1	1	-5.0
39	Cc1cccc(-c2noc(-c3ccoc3C)n2)c1	-2.1	-10.4	1.2	-1.9	0.7	-105.1	3.5	1	1	31.3
40	CCOC(=O)/C(C#N)=C/c1ccc(N2CCN(Cc3ccccc3)CC2)cc1	5.8	0.2	-1.5	2.4	1	15.3	-21.2	0.9	1.2	-3.1
41	Cc1ccc(NC(=S)Nc2ccc(Cl)c(Cl)c2)c(OC(F)F)c1	3.3	-4.1	-1.7	7.2	1.1	-16.1	8.5	1	0.9	-5.7
42	CCS(=O)(=O)N1CCC(C(=O)NCc2cc(OC)ccc2OC)CC1	-1.3	-7.2	-0.2	-4.7	1	12.5	29.4	1	0.7	-0.7
43	CCc1nnc(NC(=O)COC(=O)CN2C(=O)c3ccccc3C2=O)s1	-4.6	-14.0	0.5	-3.5	1.1	-4.1	-0.3	1	1	-8.0
44	O=C(CC1CCCCC1)Nc1c2c(nn1-c1ccc(F)cc1)CS(=O)(=O)C2	-5.4	-5.7	2.1	-0.9	1.1	5.2	3.4	1.1	1	-7.3
45	CNC(=O)C1=C(C)NC(=S)NC1c1cccs1 (stereo not given)	-2.9	-2.4	0.5	-1.2	1.1	-1.7	-1.0	1	1	-9.5
46	CCN(CC)C(=O)Cn1cnc([N+](=O)[O-])n1	-7.1	-6.8	1.8	40.7	1.1	4.5	3.1	1.1	1	-10.5
47	Cc1cc(C)c(N=C2CCCN2Cc2ccccc2)c(C#N)c1	-3.6	-5.0	2.8	10.2	1.1	-5.9	2.6	1	1	-6.9
48	CC(=O)c1cccc(NC(=S)NC(=O)c2cccc(Cl)c2)c1	-0.3	30.3	2.6	13.6	0.9	-59.6	38.8	1	0.6	6.6
49	Cc1nn(C)c(C)c1S(=O)(=O)N1CCC(C(=O)NCC2COc3ccccc3O2)CC1 (stereo not given)	-2.8	19.9	-0.1	-5.5	1	13.3	-13.6	1	1.1	-2.3
50	OCCN1CCN(C(=S)c2ccc(Cl)cc2)CC1	-3.4	-11.1	1.0	47.2	1	-18.0	3.9	1	1	-4.4
51	CC(C)c1ccc(NC(=O)Cc2cn(C)c3ccccc23)cc1	-0.2	-7.2	1.5	5.7	1	-13.9	11.3	1	0.9	-3.0
52	O=C(c1ccccc1)c1cccs1	2.7	-3.2	0.5	-1.4	1	-5.1	21.4	1	0.8	3.4
53	NC(=O)C1CCCN(C(=O)Nc2cccc3ccccc23)C1 (stereo not given)	1.6	-7.2	0.7	-1.5	1	-6.7	-0.3	1	1	-2.2
54	Cc1ccc(OCc2nnc(SCC(=O)C(C)(C)C)n2Cc2ccco2)cc1	-4.9	-10.9	0.4	48.3	1.1	12.5	1.6	1	1	-5.5
55	COc1ccc(OC)c(-c2cn(S(=O)(=O)c3ccccc3)nc2N)c1	-7.3	-16.6	1.5	-5.4	1	nt	8.3	1.1	0.9	-1.0

Reformatted with one line to a screen: 2 of the compounds above.
(7) COc1ccc2c(c1)cc(C)c1nnc(SCC(=O)N(C)c3nc(-c4ccccc4)cs3)n12
(8) CCCCNc1c(N)n(CCC)c(=O)[nH]c1=O

| entry no. | 7 | 8 |
| --- | --- | --- |
| TNAP inh hi DEA | -9.1 | -5.7 |
| TNAP inh noacc | 2.3 | -18.7 |
| RAM network inh | 5.4 | 2.7 |
| L major viab | 0.3 | -0.2 |
| FLuc stim CS | 1.1 | 1.1 |
| APP 5UTR inh | -17.7 | -10.1 |
| bIAP inh | -2.4 | 7.4 |
| TNAP act hiacc | 1.1 | 1.1 |
| bIAP activator | 1 | 0.9 |
| FLuc inh counter | -11.4 | -8.0 |

One compound at a time (already shown). Order of values: TNAP inh hi DEA	TNAP inh noacc	RAM network inh	L major viab	FLuc stim CS	APP 5UTR inh	bIAP inh	TNAP act hiacc	bIAP activator	FLuc inh counter
`CCN(CC)C(=O)Cn1cnc([N+](=O)[O-])n1` across the screens: -7.1	-6.8	1.8	40.7	1.1	4.5	3.1	1.1	1	-10.5
`Cc1cccc(-c2noc(-c3ccoc3C)n2)c1` across the screens: -2.1	-10.4	1.2	-1.9	0.7	-105.1	3.5	1	1	31.3
`COc1ccc([N+](=O)[O-])cc1NC(=O)Cn1ccc(C(F)(F)F)n1` across the screens: -1.1	-1.1	3.8	8.2	1.1	11.7	-2.2	1	1	-5.0
